Pf growth 48h – P. falciparum growth inhibition at 48 hours (one generation); P. falciparum luciferase growth in erythrocytes, 48 h; Potency, µM (highest dose often 28.7 µM), for the others: at the highest dose activity change, negative = inhibition, hits mostly inhibitors; 5.9% of 310,000 active; AID 504832; also: potency is read from the fitted curve at half-maximal effect; % is scaled to controls: 0 for no effect and ±100 for the full control effect
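Luciferase-expressing P. falciparum in infected erythrocytes (2% hematocrit, 0.1% parasitemia final) in RPMI 1640/0.5% Albumax were exposed to compound for 48 hours at 37 C, 5% CO2; growth read as luminescence.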
TbPYK inhibitor – T. brucei pyruvate kinase inhibition. Q57TT1. TbPYK enzyme, Kinase-Glo Plus ATP luminescence, 45 min. Potency, µM (top dose mostly 76.8 µM), for inactives: at the highest dose activity, negative = inhibition, actives largely listed as inhibitors. 0.12% of 410,000 active. AID 624173; also: potency is read from the fitted curve at half-maximal effect; % is scaled to controls: 0 for no effect and ±100 for the full control effect; nearly all actives have a fitted effect of over 50% in size
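Screened from lowest to highest concentration, compounds were pinned into TbPYK/substrate mixtures, and ADP (130 uM final) was added. Plates sat at room temperature for 45 min prior to Kinase-Glo Plus detection by luminescence.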
Cycloheximide cs – counter-screen hit for Shiga toxin inhibitors, cycloheximide | 12% of 300,000 active | cell reporter, cycloheximide protein synthesis inhibition counterscreen | max response, % | AID 2314; in the data active = max response mostly above about 13%, no sharp cut-off; inactive = mostly below about 14%; also: read at 38.3 µM for the half of the compounds with a filed dose; 0% is about no effect
LmPK inh – blocks Leishmania mexicana pyruvate kinase activity; purified LmPK, Kinase-Glo ATP luminescence, 1 h; 0.37% of 290,000 active; AID 1721; Potency, µM (top dose mostly 57.5 µM), inactives show top-dose activity change, negative = inhibition, hits mostly inhibitors; also: potency is read from the fitted curve at half-maximal effect; % is scaled to controls: 0 for no effect and ±100 for the full control effect
Target sequence (Q27686 whole entry, looked up): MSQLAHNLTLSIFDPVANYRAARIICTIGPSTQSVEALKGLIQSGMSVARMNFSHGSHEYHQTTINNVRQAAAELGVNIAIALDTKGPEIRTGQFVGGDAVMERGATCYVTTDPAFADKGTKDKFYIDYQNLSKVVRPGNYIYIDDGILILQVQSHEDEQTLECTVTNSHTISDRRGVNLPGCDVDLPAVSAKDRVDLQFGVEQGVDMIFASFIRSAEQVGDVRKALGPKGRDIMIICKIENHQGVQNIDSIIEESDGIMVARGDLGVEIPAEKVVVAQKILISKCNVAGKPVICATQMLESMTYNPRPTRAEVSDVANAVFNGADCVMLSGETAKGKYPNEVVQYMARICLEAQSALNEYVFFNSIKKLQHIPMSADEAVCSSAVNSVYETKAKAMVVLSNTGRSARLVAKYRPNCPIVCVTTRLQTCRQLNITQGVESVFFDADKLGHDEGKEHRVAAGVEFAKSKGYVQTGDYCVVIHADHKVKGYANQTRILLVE
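qHTS format; LmPK 0.1 nM; substrates PEP 0.5 mM and ADP 0.1 mM. One-hour room-temperature incubation, then coupled luciferase luminescence; 0.5 nM enzyme wells mark activation.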
AMA1-RON2 inh – disrupts binding of P. falciparum AMA1 to RON2. 0.2% of 360,000 active. Potency, µM (doses to about 58.2 µM), for the others: at the top dose activity change, negative = inhibition, hits mostly inhibitors. AlphaScreen AMA1-biotinylated RON2 peptide binding. AID 720542;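 also: potency is read from the fitted curve at half-maximal effect; 0% = vehicle wells and -100% = peptide control; nearly all actives have a fitted effect of over 45% in size; some results filed as inactive show a strong effect at the top dose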
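AMA1 (3D7) with his tag at 25 nM final met compounds first, then biotinylated RON2 peptide at 25 nM; detection used donor plus acceptor beads, 10 µg/mL apiece, read by AlphaScreen after 30 min at room temperature.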
Pf growth 96h – P. falciparum growth inhibition at 96 hours. P. falciparum luciferase reporter growth, 96 h. Potency, µM (top dose mostly 28.7 µM), for the others: at the highest dose activity change, negative = inhibition, usual class: inhibitors. 6.9% of 320,000 active; also: potency is read from the fitted curve at half-maximal effect; % is scaled to controls: 0 for no effect and ±100 for the full control effect
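P. falciparum expressing integrated firefly luciferase grown in erythrocytes (2% hematocrit, 0.05% parasitemia final) with compounds for 96 hours at 37 C, 5% CO2. Growth inhibition read as loss of luminescence after adding luciferase detection reagent.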
Shiga inhibitor – inhibitors of Shiga toxin in Vero cells; 9.2% of 290,000 active; inhibition, % at 38.7 µM; Vero cells, Shiga toxin protein synthesis inhibition reporter; in the data active = inhibition mostly above about 28%, no sharp cut-off; inactive = mostly below about 43%; also: 0% is about no effect
An asterisk follows results filed as active; i = inactive; ? = inconclusive; · = no result given; & = joins results of further samples; [ ] = another dose, or the depositor's remark. Unless noted, calls follow the shape of the dose curve; as a rule, active = well fitted curve in the direction sought with a large enough effect; inconclusive = small, poorly fitted or top-dose-only effect, or another doubt; inactive = no such curve, though single readings can be large; an effect the other way counts as inactive or inconclusive.

smiles,Pf growth 48h,TbPYK inhibitor,Cycloheximide cs,LmPK inh,AMA1-RON2 inh,Pf growth 96h,Shiga inhibitor
COc1ccc(S(=O)(=O)N2CCCCCC2)cc1C(=O)N1CCN(c2ccccc2C)CC1,12µM*,0%,·,·,-4%,5.9µM*,·
Cc1ccc(OCCCCCN2CCOCC2)cc1,4%,3%,-1,-1%,-5%,117%[activator],8
CCOc1ccc(CN(C)C(=O)c2ccc(=O)[nH]c2)cc1,-2%,-2%,-5,4%,-11%,-5%,-3
O=c1c2ccccc2n(CC(O)CN2CCCCC2)c2ccccc12 (centres undefined),?,-1%,2,-11%,23%,?,-4
COc1ccc(CN(C)C(=O)C2CSC3(C)CCC(=O)N23)cc1 (centres undefined),29%,2%,·,·,45%[activator],14%,·
Nc1cncc(C(=O)O)c1,-4%&42%,-1%&-1%,1&-2,0%&6%,5%&17%,1%&-8%,26&21
COc1ccc(C(=O)Nc2ccc3c(c2)C(=O)N(C)C3=O)cc1OC,0%,6%,17*,1%,-4%,-1%,32*
CSc1snc(SCC(N)=O)c1C#N,9%,4%,-3,-3%,9%,-22%,-29
CCCC(=O)Nc1cc(OC)c(OC)cc1C(=O)O,13%,-4%,-3,0%,-1%,·,21
CC1(C)Cc2nc(NCCCO)c(C#N)cc2CO1,6%,1%,-6,1%,-13%,4%,-10

Following part
smiles,Pf growth 48h,TbPYK inhibitor,Cycloheximide cs,LmPK inh,AMA1-RON2 inh,Pf growth 96h,Shiga inhibitor
O=C(Nc1ccc(Cl)cc1-c1nc2ccccc2s1)c1ccco1,37%[activator],2%,13,1%,21%,?,79*
Cc1cc(Nc2ccccc2F)n2ncnc2n1,10%,2%,0,1%,4%,26%,-5
COc1ccc(S(=O)(=O)N2CCc3ccccc32)cc1[N+](=O)[O-],-2%[0.00184 µM],4%,-4,0%,-16%,?,-10
O=C(Cc1ccc(S(=O)(=O)N2CCOCC2)s1)N1CCN(S(=O)(=O)c2cccc([N+](=O)[O-])c2)CC1,?,1%,·,·,-2%,?,·
COc1cccc(NC(=O)C(=O)N2CCOCC2)c1,·,-3%,41*,?,1%,1%,50*
O=C(CSc1ncnc2ccccc12)NCc1ccco1,-13%,5%,1,-5%,-10%,?,-4
CP(C)(=O)CCP(=O)(c1ccccc1)c1ccccc1,17%,-11%,-2,0%,-12%,8%,2
COc1cccc(C(=O)OCC(=O)Nc2cc(C)c(C)cc2[N+](=O)[O-])c1,10%,0%,-3,0%,-23%,-12%,12
O=S(=O)(NCc1ccc(Cl)cc1)c1ccc(Cl)nc1,21%,-6%,-3,3%,9%,50%[activator],-1
COc1ccccc1N(CC(=O)Nc1ccccc1C(=O)NC(C)C)S(C)(=O)=O,?,-5%,-3,1%,8%,0%,21

New compounds follow.
smiles,Pf growth 48h,TbPYK inhibitor,Cycloheximide cs,LmPK inh,AMA1-RON2 inh,Pf growth 96h,Shiga inhibitor
CNc1ccc([N+](=O)[O-])cc1-c1nc2ccccc2[nH]c1=O,-11%,3%,-2,10%,17%,26%,16
C[C@H](NC(=O)c1ccccc1Cl)C(=O)OCCOc1cccc(Cl)c1,20%,-3%,7,1%,5%,52%[activator],5
CCCC(=O)Nc1ccc2c(c1)COC2=O,53%[activator],-3%,6,7%,26%,127%[activator],25
CC(=O)N1CCN(c2ccc(S(=O)(=O)NCCN(C(C)C)C(C)C)cc2[N+](=O)[O-])CC1,-1%,10%,1,5%,-9%[11.6 µM],2%,7
Cc1ccc(-c2nc(CSCC(=O)NCC3CCCO3)c(C)o2)cc1 (centres undefined),19%,-4%,11,-2%,-3%,?,15
Cc1c(OCC(F)(F)F)ccnc1CSc1nc2ccccc2[nH]1,?,-15%,54*,3%,-4%,?,132*
Cn1c2ccccc2c2nnc(SCC(=O)NC3CCCC3)nc21,30%[activator],0%,-7,6%,-3%,?,10
O=C(Cn1cnc2ccccc21)Nc1ccc(C(=O)O)cc1,·,1%,2,-10%,1%,-12%,-4
CCOC(=O)c1ccccc1NC(=O)CSc1nccn1C,-20%,6%,7,0%,6%,?,9
COc1cc2ccccc2cc1C(=O)NC(=S)Nc1nnn(C)n1,4%,37%[activator],-2,3%,14%,?,14

(cont.)
smiles,Pf growth 48h,TbPYK inhibitor,Cycloheximide cs,LmPK inh,AMA1-RON2 inh,Pf growth 96h,Shiga inhibitor
O=C1NC(=Nc2cccc(Cl)c2)SC1Cc1cccc(Cl)c1Cl (centres undefined),-10%,-10%,-7,7%,6%,10µM*,-6
N#CC[C@H](c1ccccc1)N1CCN(Cc2ccccc2)CCC1=O,7%,1%,2,1%,-1%,?,-8
COc1ccc(CN(C)C(=O)CNC(=O)CNC(=O)c2ccc(Cl)cc2Cl)cc1F,-17%,0%,-2,0%,-13%,?,35
COc1ccc2c(=O)c(-c3ccccc3)coc2c1,·,-10%,52*,?,-13%,153%[activator],84*
CCc1ccc(OCCNC(=O)c2ccco2)cc1,-28%,-1%,34*,0%,0%,37%[activator],52*
O=C(O)c1ccc2c(=O)n3c(nc2c1)/C(=C/c1cccc(Cl)c1Cl)CCCC3,-25%,0%,-3,-2%,16%,12µM*,-7
Cc1ccc(S(=O)(=O)N(CC(=O)Nc2ccc(Cl)c([N+](=O)[O-])c2)C2CCCCC2)cc1,?,-6%,6,7%,-9%,?,-4
c1ccc(-c2nc(C3CCCCC3)c3ccccc3n2)cc1,22%,-5%,·,·,8%,138%[activator],·
Cc1onc(-c2c(Cl)cccc2Cl)c1C(=O)N1CCc2ccccc21,8.3µM*,4%,-2,2%,-11%,0%,-13
NC(=O)C1(c2ccccc2)CCC(=O)N1c1ccccc1 (centres undefined),0%,3%,-2,-5%,18%,12%,6

(next part)
smiles,Pf growth 48h,TbPYK inhibitor,Cycloheximide cs,LmPK inh,AMA1-RON2 inh,Pf growth 96h,Shiga inhibitor
COc1ccc(-c2oc(/N=C/N3CCCC3)c(C#N)c2-c2ccc(OC)cc2)cc1,·,-1%,-6,3%,-14%,·,9
CS(=O)(=O)N1CCc2cc(S(=O)(=O)N3CCN(Cc4ccc5c(c4)OCO5)CC3)ccc21,?,-4%,1,0%,8%,·,-5
CC1CN(C(=S)NC(=O)c2ccccc2)CC(C)O1 (centres undefined),-11%,-3%,-1,3%,110%[activator],-28%,2
C/C(Cl)=C/CSc1nnc2n(N)c(=O)c3ccccc3n12,-13%,·,3,-6%,-13%,-8%,18
Cc1ccc(SCCNC(=O)c2ccc(C)c(S(=O)(=O)Nc3cccc(C)c3)c2)cc1,?,-13%,-3,3%,11%,?,-13
Cc1cccc(NC(=O)Cn2cc([N+](=O)[O-])cn2)n1,3%,-3%,5,-9%,6%,-12%,10
CCOC(=O)c1cc2c(n(-c3ccc(Cl)cc3)c1=O)CCCC2=O,8%,4%,-4,1%,6%,-8%,-11
NC(N)=N/N=C/c1ccc(Br)cc1,12µM*,3%,-3,-5%,0%,12%,-5
CC(C)(C)C(=O)Cn1c(=N)n(Cc2ccccc2Cl)c2ccccc21,·,-8%,-6,1%,12%,?,-14
CCN1CCN(c2cc(=O)n(Cc3ccc(F)cc3)c(=O)[nH]2)CC1,38%[activator],-8%,7,0%[11.5 µM],9%,58%[activator],-1

Later entries
smiles,Pf growth 48h,TbPYK inhibitor,Cycloheximide cs,LmPK inh,AMA1-RON2 inh,Pf growth 96h,Shiga inhibitor
Cc1cc(C)cc(OCC(=O)NNC(=O)CN2C(=O)c3ccccc3C2=O)c1,19%,-8%,-3,-1%,44%[activator][11.6 µM],13%,12
O=C(Nc1ncnc2sc3c(c12)CCCC3)c1ccncc1,8%,-5%,2,2%,13%,8%,-5
Cc1ccccc1NC(=O)c1nc[nH]c1C(=O)NCc1ccccc1,8%,0%,-1,-4%,46%[activator],24%,-2
Cc1sc2nc(CN3CCCC3)nc(N3CCN(S(=O)(=O)c4ccccc4)CC3)c2c1C,10µM*,6%,·,·,-12%,4.7µM*,·
Cc1ccc(C(=O)Nc2ncc3c(n2)CC(c2ccco2)CC3=O)cc1 (centres undefined),55%[activator],-11%,26*,-2%,10%,-6%,130
COc1ccc(NC(=O)c2ccc(C)cc2Cl)c([N+](=O)[O-])c1,102%[activator],-10%,37*,6%,-4%,3.7µM*,i
C[C@H](NC(=O)c1nc[nH]c1C(=O)NCCCCCNC(=O)OC(C)(C)C)c1ccccc1,10µM*,-6%,·,·,104%[activator],5.2µM*,·
Cn1c(=O)c2c(-c3cccc(Br)c3)c(C#N)c(N)nc2n(C)c1=O,?,-1%,1,3%,7%,23%,-7
Cc1ccc(CC(=O)N2CCOCC2)cc1,2%,0%,10,-1%,3%,-7%,34
CCc1cc2cc3c(cc2nc1SCC(=O)Nc1nccs1)OCO3,21%,-19%,-3,4%,10%,42%[activator],-11

The list continues:
smiles,Pf growth 48h,TbPYK inhibitor,Cycloheximide cs,LmPK inh,AMA1-RON2 inh,Pf growth 96h,Shiga inhibitor
CCCc1nc2sc3c(=O)n(N)cnc3c2c2c1CCCC2,1%,1%,-3,5%,6%,-22%,7
CC(C)COP(=O)(c1ccc(N(C)C)cc1)C(O)c1cccnc1 (centres undefined),-4%,2%,-2,-2%,6%,13%,22
CC(C)C[C@H](NC(=O)N1CC(=O)Nc2ccccc21)C(=O)N[C@H](Cc1ccccc1)C(=O)O,-23%,-5%,-1,-7%,14%,?,-4
Cc1oc(-c2ccc(-c3ccccc3)cc2)nc1CN1CCN(CC(=O)N(C)C)CC1,0%,-1%,52*,2%,-4%,-5%,108*
COc1cccc(CN(C)CC(=O)NCc2ccccc2Cl)c1OC,-5%,-2%,4,-6%,-1%,-23%,22
COc1ccc(C(=O)NC2(C(F)(F)F)C(=O)Nc3c2c(=O)[nH]c(=O)n3CCc2ccc(OC)c(OC)c2)cc1 (centres undefined),12%,-2%,13,-2%,4%,103%[activator],-7
CCOc1ccc(CN2CCN(Cc3cccc4c3OCO4)CC2CCO)cc1 (centres undefined),26%,0%,-2,5%,6%,?,-3
COC(=O)c1sccc1NC(=O)Cn1nnc(-c2ccccc2C)n1,5%,2%,18,-1%,0%,-19%,27
CCN(CC)c1ccc(N=Cc2ccc([N+](=O)[O-])o2)cc1,1.7µM*,?,57*,-30%,?,2.9µM*,139*
Cc1cccc(NC(=O)CCC(=O)NCCO)c1,-1%,-1%,-2,-2%,2%,?,-6

Just AMA1-RON2 inh, for some of the entries so far:
Compound | AMA1-RON2 inh
COC(=O)c1sccc1NC(=O)Cn1nnc(-c2ccccc2C)n1 | 0%
CCN(CC)c1ccc(N=Cc2ccc([N+](=O)[O-])o2)cc1 | ?
Cc1cccc(NC(=O)CCC(=O)NCCO)c1 | 2%

(continued)
smiles,Pf growth 48h,TbPYK inhibitor,Cycloheximide cs,LmPK inh,AMA1-RON2 inh,Pf growth 96h,Shiga inhibitor
CN1CCN(C(=S)c2cn(CCOc3ccccc3F)c3ccccc23)CC1,?,0%,0,3%,?,83%[activator],12
O=C(Nc1ccccc1)c1ccc(N2CCN(c3ccccn3)CC2)c(S(=O)(=O)N2CCOCC2)c1,·,-3%,-2,10%,-20%,3.7µM*,-7
COC(=O)CN(c1ccccc1OC)S(=O)(=O)c1ccccc1,-19%,-1%,-2,4%,7%,?,13
CC(C)CNC(=O)c1cccc(NC(=O)C2CCCO2)c1 (centres undefined),2%,-2%,-1,-14%,-1%,4%,15

High-throughput results as filed in PubChem BioAssay.
